# Screening data as filed in PubChem BioAssay.
# XIAP antagonists: small molecules displacing peptide from XIAP – biochemical, IAP family, fluorescence polarization (AID 1018); XIAP BIR domain, fluorescence polarization peptide displacement; higher % means a stronger effect; displacement, % at 20 µM; hits with a dose series show IC50 in µM; 0.007% of 200,000 active; in the data active means displacement above about 50%; further: a part of the inactive calls stands beside numbers as strong as those of hits
# AID2073: inhibitors of Mint1-CaV2.2 protein interaction, biochemical, HTRF (AID 2073); HTRF protein-protein interaction, Mint1-CaV2.2; higher % means a stronger effect; one-dose inhibition, % at 20 µM; IC50 in µM for titrated hits; 0.19% of 290,000 active; in the data active means inhibition mostly above about 51%, no sharp cut-off; inconclusive means no clear call, values can overlap the other calls; inactive means mostly below about 53%; further: some results filed as inactive read as strong as hits
# LYP inhibition: PTPN22 lymphoid phosphatase activity blockers – biochemical, fluorescence intensity, uHTS (AID 1779) | recombinant LYP phosphatase, fluorescence intensity; higher % means a stronger effect | inhibition, % at 11.5 µM; hits with a dose series show IC50 in µM | 0.054% of 290,000 active; in the data active means inhibition above about 50%;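 further: plate controls were vehicle with enzyme for no effect and no enzyme for full effect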
# HIV peptide binding: cell-free HIV fusion peptide-binding blockers – biochemical, uHTS, fluorescence dequenching, primary screen (AID 1986); one-dose inhibition, % at 20 µM; IC50 in µM for titrated hits; cell-free peptide binding, fluorescence dequenching, 30 min; higher % means a stronger effect; 0.3% of 290,000 active; in the data active means inhibition mostly above about 52%, no sharp cut-off; inactive means mostly below about 76%; further: some results filed as inactive read as strong as hits
# RSV antiviral HEp-2: inhibition of RSV-induced cytopathic effect – HEp-2 cells, primary 10 µM value included (AID 2391) | HEp-2 cells, RSV-induced CPE inhibition; higher % means a stronger effect | CPE inhibition, % at 10 µM; hits with a dose series show IC50 in µM | 0.13% of 310,000 active; in the data active means a potency from the dose series; inconclusive means CPE inhibition mostly from about 23% at the one dose, without a potency; inactive means the rest, 99 in 100 with CPE inhibition below about 21%; further: strong numbers were not always called active
# NS5 inhibitors: Dengue-2 NS5 methyltransferase inhibitors, primary screen, biochemical, confirmation dose response (AID 588689). one-dose inhibition, % at 25 µM; IC50 in µM for titrated hits. Dengue-2 NS5 methyltransferase capping enzyme assay, biochemical; higher % means a stronger effect. 0.3% of 340,000 active; in the data active means a potency from the dose series; inconclusive means inhibition above about 29% without an active follow-up result
# SV40 large T antigen: TAg ATPase/helicase activity blockers – biochemical (AID 1903); SV40 large T antigen ATPase/helicase inhibition assay; higher % means a stronger effect; inhibition, % at 20 µM; hits with a dose series show IC50 in µM; 0.39% of 310,000 active; in the data active means a potency from the dose series; inconclusive means inhibition mostly from about 32% at the one dose, without a potency; inactive means the rest, 99 in 100 with inhibition below about 32%; further: strong numbers were not always called active
# Rac1 GTP hydrolysis: MgcRacGAP GTPase-activating activity inhibitors, confirmation, biochemical, ADP Hunter fluorescence; 0.6% of 340,000 active; MgcRacGAP-stimulated Rac1 GTP hydrolysis, ADP Hunter fluorescence; higher % means a stronger effect; GST-tagged Rac1 F28L mutant substrate; inhibition, % at 30 µM; hits with a dose series show IC50 in µM;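 active means first-screen hits whose inhibition reached a set limit at any dose in the follow-up dose series; inconclusive means inhibition above the set first-screen limit but never retested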;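 further: fluorescence reports GDP produced by GAP-driven GTP hydrolysis; strong numbers were not always called active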
# SIAH1 antagonists: blockers of Siah-1 interaction with plectin peptide – biochemical, fluorescence polarization, rhodamine-plectin, uHTS, primary screen (AID 1817). Siah-1 / rhodamine-plectin peptide fluorescence polarization; higher % means a stronger effect. displacement, % at 20 µM; hits with a dose series show IC50 in µM. 0.02% of 290,000 active;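 active means displacement of at least 50% at 20 µM, with a fluorescence ratio check between 0.3 and a set limit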;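 further: plate controls were Siah plus tracer with DMSO for no effect and tracer alone without Siah for full effect; strong numbers were not always called active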
# NS5 inhibitors pilot replicate: recorded beside NS5 inhibitors, whose call it bears; inhibition, %; measured here: pilot screen replicate inhibition
# Active calls of the source: *; i = inactive; ? = inconclusive; . = not tested or not shown.
SMILES,XIAP antagonists,AID2073,LYP inhibition,HIV peptide binding,RSV antiviral HEp-2,NS5 inhibitors,SV40 large T antigen,Rac1 GTP hydrolysis,SIAH1 antagonists,others
Cn1c(CN2CCCCC2)nc2cc(NS(=O)(=O)c3ccc(Cl)cc3)ccc21,-3.1%,-6%,-1%,-0.6%,-2.0%,5%,-9%,5%,-4%,
COC(=O)C[C@H]1c2cc(C(F)(F)F)ccc2S(=O)(=O)N1Cc1ccc(OC)cc1,.,.,.,.,2.0%,-1%,4%,12%,.,
CCC(=O)NC(=S)Nc1cccc(NC(=O)c2ccco2)c1,-6.6%,-8%,9%,-0.6%,-1.0%,-2%,1%,4%,4%,
COc1ccc(NC(=O)CCNC(C)=O)cc1NS(=O)(=O)c1ccc(F)cc1,-12%,6%,-2%,0.6%,1.0%,3%,4%,7%,-4%,
COc1cc2c(cc1OC)CN(Cc1cc(=O)n3c(-c4ccccc4)csc3n1)CC2,-5.9%,34%,8%,6.2%,-0.6%,-25%,2%,2%,1%,
CC1=C(C(N)=O)C(c2ccc(Cl)c(Cl)c2)n2ncnc2N1 (stereo not drawn),.,11%,-10%,1.7%,0.5%,-2%,4%,4%,1%,
O=C(Nc1ccc(F)cc1F)c1csc(-c2ccccc2)n1,-3.0%,-6%,-1%,0.8%,-0.1%,2%,10%,5%,7%,
O=C(NCc1ccco1)c1cnn2c(C(F)F)cc(-c3ccccc3)nc12,-2.7%,25%,-12%,-2.7%,-0.9%,-3%,0%,8%,7%,
CC(C)(C)c1ccc(C(=O)CSc2ncn[nH]2)cc1,-1.6%,14%,-3%,3.2%,0.2%,5%,18%,27%,4%,
Cc1ccc(/C=C/C(=O)c2cc(Br)ccc2OC(=O)c2ccco2)cc1,-3.8%,0%,5%,-0.3%,?,-10%,15%,5%,-4%,
CCN(CC(=O)NCc1ccc(Cl)cc1)C(=O)CCc1ccccc1,.,-13%,0%,1.1%,0.1%,-1%,6%,7%,4%,
O=C(COC(=O)c1cccc2ccccc12)Nc1cccnc1Cl,-9.7%,-4%,-6%,-2.6%,1.5%,-1%,16%,0%,-5%,
O=C(NC1CC(=O)N(c2ccc(Cl)cc2)C1)N1CCN(C(=O)c2ccco2)CC1 (stereo not drawn),.,.,.,.,0.8%,-2%,11%,12%,.,
COc1cccc(NC(=O)Cn2c(=O)n(CCC(=O)NCc3ccco3)c(=O)c3ccccc32)c1,-10%,0%,-2%,-0.2%,1.8%,8%,11%,13%,-2%,
O=C(Cc1ccc(Cl)cc1)Nc1cccc2ncccc12,-0.8%,9%,-2%,-1.3%,2.7%,-2%,3%,6%,-4%,
CC(C)(O)C#Cc1ccc(CN2CCC(CO)(CCc3ccccc3)CC2)cc1,.,-2%,-7%,0.0%,0.0%,-8%,4%,6%,-4%,
CN(C)c1ccc(C(=O)n2nnc3ccccc32)cc1,-1.3%,12%,-4%,-2.6%,0.2%,-4%,-1%,-4%,3%,
CCCc1cc(=O)[nH]c(SCc2ccccc2Cl)n1,-3.2%,-6%,-3%,0.5%,2.3%,-5%,20%,2%,1%,NS5 inhibitors pilot replicate=3.3
COc1ccc(OCC(=O)NNC(=O)C2CCCO2)cc1 (stereo not drawn),-10%,1%,2%,0.5%,1.6%,-10%,4%,8%,3%,
CS/C(=N\N(C)C(N)=O)c1ccccc1,-1.1%,0%,-7%,-0.5%,2.2%,-6%,1%,8%,14%,
C=CCNC(=O)O/N=C/c1csc([N+](=O)[O-])c1,.,-14%,-3%,-0.5%,.,.,9%,.,10%,
Cc1ccc2c(c1)C(c1ccc(F)cc1)N(C(=O)c1ccc(S(=O)(=O)N(C)C)cc1)CC(=O)N2 (stereo not drawn),.,9%,-5%,0.0%,3.7%,-13%,8%,6%,2%,
CC(C)Oc1ccc(C(=O)Nc2ccc(NC(=O)c3ccco3)c(Cl)c2)cc1,-7.3%,31%,2%,1.3%,5.3%,0%,-2%,10%,2%,
CN1CCN(C(=O)c2cc3c(ccc4ccccc43)oc2=O)CC1,-0.2%,9%,-23%,0.0%,-0.3%,-2%,6%,4%,-2%,
CCC1C=C(c2ccccc2)C=CN=C1N(CC)CC (stereo not drawn),0.0%,2%,2%,2.9%,2.8%,-1%,20%,4%,11%,
Cc1ccc(N/C(=C\C(=O)c2ccccc2)C(=O)O)cc1,-5.5%,7%,10%,1.5%,-1.1%,-9%,0%,11%,6%,
CC(Oc1ccc(F)cc1)C(=O)Nc1ccccc1C(=O)NC1CC1 (stereo not drawn),.,.,.,.,-1.6%,4%,14%,-3%,.,
COC(=O)c1ccc(NC(=S)NN2CCCCC2c2cccnc2)cc1 (stereo not drawn),.,-46%,2%,-0.1%,1.2%,-5%,7%,-3%,-1%,
COc1ccc(C2CC(c3ccccc3OC(C)=O)=NN2C(C)=O)cc1 (stereo not drawn),.,13%,-5%,0.9%,?,-1%,4%,2%,1%,
CCOC(=O)CC1(NC(=O)C2CCC(=O)N(Cc3ccccc3OC)C2)CCCCC1 (stereo not drawn),.,-3%,-13%,-0.9%,0.0%,-1%,4%,1%,-6%,

# Ordered by length of the SMILES (ascending): three of the compounds above.
SMILES,XIAP antagonists,AID2073,LYP inhibition,HIV peptide binding,RSV antiviral HEp-2,NS5 inhibitors,SV40 large T antigen,Rac1 GTP hydrolysis,SIAH1 antagonists,others
CC(Oc1ccc(F)cc1)C(=O)Nc1ccccc1C(=O)NC1CC1 (stereo not drawn),.,.,.,.,-1.6%,4%,14%,-3%,.,
COc1ccc(C2CC(c3ccccc3OC(C)=O)=NN2C(C)=O)cc1 (stereo not drawn),.,13%,-5%,0.9%,?,-1%,4%,2%,1%,
CC(C)Oc1ccc(C(=O)Nc2ccc(NC(=O)c3ccco3)c(Cl)c2)cc1,-7.3%,31%,2%,1.3%,5.3%,0%,-2%,10%,2%,

# (list continues)
SMILES,XIAP antagonists,AID2073,LYP inhibition,HIV peptide binding,RSV antiviral HEp-2,NS5 inhibitors,SV40 large T antigen,Rac1 GTP hydrolysis,SIAH1 antagonists,others
COc1ccc(-c2csc(N3C(=O)C4C5c6ccccc6C(c6ccccc65)C4C3=O)n2)cc1 (stereo not drawn),-5.8%,16%,1%,-2.8%,4.4%,-3%,1%,7%,2%,
Cc1ccc(C(=O)CSc2nnc(-c3cccs3)n2C)o1,-3.0%,5%,-8%,-0.7%,0.9%,-5%,6%,11%,1%,
O=Cc1ccc(-c2ccc([N+](=O)[O-])cc2Cl)o1,-5.5%,39%,1%,5.0%,.,1%,-1%,10%,-1%,
Cc1onc(-c2ccccc2)c1NC(=O)N(CCC#N)Cc1cccs1,.,-2%,-4%,1.3%,.,0%,38%,6%,1%,
Cc1c(Cc2ccccc2)c(=O)oc2c(C)c(OCC(=O)N[C@@H](Cc3ccccc3)C(=O)O)ccc12,.,53%,-6%,52%,5.1%,7%,.,2%,i,
Cc1nnc(SCC(=O)Nc2nccs2)s1,-0.3%,2%,-2%,-0.2%,3.1%,-2%,2%,2%,3%,
CCCC(=O)Nc1c(-c2ccc(C)cc2)c(=O)c2ccccc2n1C,.,-3%,-8%,0.4%,0.4%,-6%,0%,6%,13%,
CC(N)(C(=O)O)c1cccc(OCc2cccc(Cl)c2)c1 (stereo not drawn),.,0%,-6%,0.3%,0.5%,-9%,8%,10%,11%,
O=C(O)c1cccc(CN2C(=O)CSC2=O)c1,-5.2%,1%,-11%,-2.9%,-0.4%,1%,-2%,4%,3%,
CN(C)c1ccnc2sc(C(N)=O)c(N)c12,-3.5%,2%,-1%,-0.7%,-0.8%,-5%,7%,5%,-2%,
COc1cc2[nH]c(=S)n(CCCN3CCOCC3)c(=O)c2cc1OC,0.3%,-40%,-7%,-0.7%,-1.3%,-1%,17%,13%,-3%,
CN(C)CCCN(C(=O)c1ccc([N+](=O)[O-])s1)c1nc2cc3c(cc2s1)OCCO3,.,-1%,-12%,-0.3%,-0.8%,4%,-1%,11%,2%,
CCOC(=O)C1CCCN(C(=O)c2ccc(OCC)cc2)C1 (stereo not drawn),-15%,2%,-11%,1.8%,-0.1%,1%,-8%,10%,2%,NS5 inhibitors pilot replicate=-4.0
N#C/C(=C/c1cccc(C(F)(F)F)c1)c1nc(CCN2C(=O)c3ccccc3C2=O)cs1,-3.4%,9%,0%,0.7%,2.2%,-2%,10%,10%,2%,
Cc1ccc(C)c(NNC(=O)C(=O)NNc2cc(C)ccc2C)c1,.,-5%,-8%,-1.4%,2.6%,.,4%,.,-6%,
Cc1cc(NC(=O)CSc2sc3c(O)cc(=O)[nH]c3c2C#N)ccc1Br,.,68%,1%,56%,0.0%,20%,3%,12%,6%,
COc1ccccc1C(=O)Nc1ccc(Oc2nnc(-c3ccc(C)cc3)c3ccccc23)cc1,-1.8%,1%,13%,-1.7%,17%,-2%,4%,25%,1%,
COc1ccc(-c2cnc(N)nc2-c2ccc(OCc3ccccc3)cc2O)cc1,.,14%,3%,-1.8%,4.3%,-6%,6%,4%,12%,
COc1ccc(NC(=S)N2CCC(c3nc4ccccc4o3)CC2)c(OC)c1,-8.1%,-16%,-3%,0.3%,-0.4%,0%,18%,6%,0%,
CC1(C)CC(=O)C(C=NCCN2CCN(C(=O)c3ccccc3)CC2)=C(O)C1,-2.3%,-8%,-3%,-2.6%,0.3%,-2%,3%,11%,-2%,

# Structures above with a furan ring, fused or not (eight):
SMILES,XIAP antagonists,AID2073,LYP inhibition,HIV peptide binding,RSV antiviral HEp-2,NS5 inhibitors,SV40 large T antigen,Rac1 GTP hydrolysis,SIAH1 antagonists,others
CCC(=O)NC(=S)Nc1cccc(NC(=O)c2ccco2)c1,-6.6%,-8%,9%,-0.6%,-1.0%,-2%,1%,4%,4%,
O=C(NCc1ccco1)c1cnn2c(C(F)F)cc(-c3ccccc3)nc12,-2.7%,25%,-12%,-2.7%,-0.9%,-3%,0%,8%,7%,
Cc1ccc(/C=C/C(=O)c2cc(Br)ccc2OC(=O)c2ccco2)cc1,-3.8%,0%,5%,-0.3%,?,-10%,15%,5%,-4%,
O=C(NC1CC(=O)N(c2ccc(Cl)cc2)C1)N1CCN(C(=O)c2ccco2)CC1 (stereo not drawn),.,.,.,.,0.8%,-2%,11%,12%,.,
COc1cccc(NC(=O)Cn2c(=O)n(CCC(=O)NCc3ccco3)c(=O)c3ccccc32)c1,-10%,0%,-2%,-0.2%,1.8%,8%,11%,13%,-2%,
CC(C)Oc1ccc(C(=O)Nc2ccc(NC(=O)c3ccco3)c(Cl)c2)cc1,-7.3%,31%,2%,1.3%,5.3%,0%,-2%,10%,2%,
Cc1ccc(C(=O)CSc2nnc(-c3cccs3)n2C)o1,-3.0%,5%,-8%,-0.7%,0.9%,-5%,6%,11%,1%,
O=Cc1ccc(-c2ccc([N+](=O)[O-])cc2Cl)o1,-5.5%,39%,1%,5.0%,.,1%,-1%,10%,-1%,
